Screening results: PubChem BioAssay, several laboratories
SR-BI uptake up = enhances SR-BI lipid uptake from DiI-HDL; CHO ldlA[mSR-BI] cells, DiI-HDL uptake fluorescence, 3 h; 100 = double the neutral-control signal; activation, % at 12.5 µM; actives 0.096% (n = 320,000); AID 504775;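 active = mean replicate activation of at least 60% and every replicate at or above 60%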;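 note: 0% = median plate neutral-control signal and 100% = twice that signal; values of inactives mirror those of a sister screen read the other way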
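Material – SR-BI-overexpressing, LDLR-lacking CHO cells · Medium – BSA-supplemented, HEPES-buffered Ham's F12, pH 7.4 · Doses – single concentration · Times – compound with DiI-HDL co-incubation, 3 h at 37 °C · Measured by – bottom-read fluorescence, 550/595 nm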
Tat export inh = E. coli Tat transport inhibition; E. coli MC4100 TorA-mCherry Tat export, fluorescence; inhibition, % at 10 µM; actives 0.036% (n = 340,000); AID 488895;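 active = mean replicate inhibition at least 50% and at least half of replicates individually reaching 50%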;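 note: exported cargo escapes ClpAP degradation while cytoplasmic cargo is degraded and loses fluorescence; 0% = median of neutral control wells and 100% = median of NaSCN control wells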
Wnt bcat act = activates Wnt/beta-catenin signaling in a reporter cell assay | activator, plate reader | activation, % at 9.35 µM | actives 1.2% (n = 300,000); in the data active = activation above about 30%, passing the limit was not always enough;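 note: 0% = neutral control wells and 100% = positive control wells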
Ecoli viability = reduces bacterial viability in AddAB counter-screen; E. coli V3065 growth, OD600 absorbance, 18 h; inhibition, % at 11.9 µM; AID 449728; actives 0.27% (n = 330,000);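 active = inhibition above the campaign's mean inhibition across all tested compounds plus 3 SD, cut at about 9.9% in these data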;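 note: uninfected addAB+ strain grown without phage in ampicillin broth; 0% = DMSO wells and 100% = ciprofloxacin 0.95 µg/ml wells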
SR-BI DiI inh = inhibitors of mouse SR-BI mediated HDL lipid uptake. inhibition, % at 12.5 µM. Q61009. actives 0.96% (n = 320,000). ldlA[mSR-BI] CHO cells, DiI-HDL uptake fluorescence, 3 h;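 active = mean replicate inhibition of at least 70% and a set share of replicates each scoring 70 or more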;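 note: 0% = median of neutral control wells and 100% = median of positive control wells; values of inactives mirror those of a sister screen read the other way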
Target sequence (Q61009 whole entry, looked up): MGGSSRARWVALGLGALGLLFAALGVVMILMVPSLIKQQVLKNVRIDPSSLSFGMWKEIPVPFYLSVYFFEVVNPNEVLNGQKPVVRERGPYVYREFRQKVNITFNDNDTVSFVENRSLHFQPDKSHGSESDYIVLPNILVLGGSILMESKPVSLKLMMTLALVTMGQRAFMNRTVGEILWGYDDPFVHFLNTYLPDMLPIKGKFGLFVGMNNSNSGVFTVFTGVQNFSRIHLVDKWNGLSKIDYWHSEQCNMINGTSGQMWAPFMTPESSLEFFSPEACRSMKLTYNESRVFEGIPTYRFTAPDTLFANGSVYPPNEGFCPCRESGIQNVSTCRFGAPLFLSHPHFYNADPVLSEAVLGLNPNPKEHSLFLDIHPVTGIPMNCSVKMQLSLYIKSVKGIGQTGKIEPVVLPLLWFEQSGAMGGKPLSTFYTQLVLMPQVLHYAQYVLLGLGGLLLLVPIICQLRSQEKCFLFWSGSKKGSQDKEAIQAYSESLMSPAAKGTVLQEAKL
CAL PDZ FP-1 = human CAL PDZ-peptide interaction inhibition; Q9HD26; purified CAL PDZ, TMR-peptide fluorescence polarization, 1 h; inhibition, % at 20 µM; actives 0.02% (n = 330,000); AID 504414;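 active = highest replicate inhibition of at least 40%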;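 note: plate controls were DMSO neutral control wells for no effect and unlabeled competitor peptide control wells for full effect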
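material = purified tagged CAL PDZ domain construct (CerCALP) | buffer or medium = sodium phosphate/NaCl buffer pH 7.4 with TCEP, IgG, Thesit | reagent = TMR-labelled reporter peptide T*-PRC34 bound in PDZ groove | incubation = 1 h room-temperature incubation prior to read | measured by = fluorescence polarization (mP) | evaluation = percent inhibition from loss of millipolarization | control set = unlabelled peptide and DMSO controls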
MITF TRPM1 HTS = activators of MITF-driven TRPM1 promoter activity in SK-MEL-5 cells | SK-MEL-5 TRPM1-promoter luciferase, 24 h; % of positive control, neutral wells = 0 | activation, % at 12.5 µM | actives 0.75% (n = 300,000);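 active = mean activation of at least 80% with every replicate also reaching 80%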;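 note: 0% = neutral control wells and 100% = parthenolide positive control wells; values of inactives mirror those of a sister screen read the other way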
CAL PDZ FP-2 = blocks peptide binding to the human CAL PDZ domain; actives 0.92% (n = 300,000); inhibition, % at 24.9 µM; purified CAL PDZ, TMR-peptide fluorescence polarization, 1 h; AID 602252;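 active = mean inhibition of at least 30% with at least half of replicates also reaching 30%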;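 note: 0% = DMSO neutral control and 100% = excess unlabeled competitor peptide PRC23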
AddAB inh = less growth of phage-infected E. coli with AddAB. actives 0.29% (n = 330,000). inhibition, % at 11.9 µM. E. coli expressing H. pylori AddAB, absorbance growth. AID 435030; in the data active = inhibition above about 12%;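 note: 0% = vehicle wells of infected cells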
phage Ecoli inh = E. coli growth loss with phage present; actives 0.26% (n = 360,000); inhibition, % at 11.9 µM; growth absorbance; AID 651602; in the data active = inhibition above about 11%
The depositor's hits bear a star; / = no result given.

Start of the data: the first 2 records, ahead of the listing:
SMILES	SR-BI uptake up	Tat export inh	Wnt bcat act	Ecoli viability	SR-BI DiI inh	CAL PDZ FP-1	MITF TRPM1 HTS	CAL PDZ FP-2	AddAB inh	phage Ecoli inh
Cc1ccc(S(=O)(=O)N(C)CC(=O)N2CCc3ccccc32)cc1	-6	6	-7	-1.5	6	-3.0	/	-2	0.8	-1.1
CCOC(=O)C1=C(CC)OC(N)=C(C#N)C1c1ccc(OC)cc1OC (centres undefined)	4	1	/	-1.3	-4	-0.4	3	-1	1.8	2.9

Main list (from the top)
SMILES	SR-BI uptake up	Tat export inh	Wnt bcat act	Ecoli viability	SR-BI DiI inh	CAL PDZ FP-1	MITF TRPM1 HTS	CAL PDZ FP-2	AddAB inh	phage Ecoli inh
Cc1ccc(S(=O)(=O)N(C)CC(=O)N2CCc3ccccc32)cc1	-6	6	-7	-1.5	6	-3.0	/	-2	0.8	-1.1
CCOC(=O)C1=C(CC)OC(N)=C(C#N)C1c1ccc(OC)cc1OC (centres undefined)	4	1	/	-1.3	-4	-0.4	3	-1	1.8	2.9
COc1ccc(CCNC(=O)CN2C(=O)COc3ccc(S(=O)(=O)N4CCOCC4)cc32)c(OC)c1	11	0	-1	-2.3	-11	-1.2	0	-4	3.2	-0.7
COc1ccccc1Nc1nnc(Cc2ccccc2)c(=O)[nH]1	6	1	-1	-3.5	-6	-1.4	-6	4	-1.3	1.2
COc1ccccc1CNC(=O)c1cccs1	10	9	1	-1.1	-10	0.4	-6	-3	-0.2	1.4
COc1cccc2cc(C(=O)NCc3ccc(Cl)cc3)c(=N)oc12	-7	-5	1	-5.0	7	-1.0	7	2	-3.0	2.1
CCOC(=O)C1=CCN(Cc2ccccc2)CC1	6	-1	0	1.9	-6	2.1	-5	-7	6.6	1.3
CC(C)N(C(=O)CSc1nnc(NC(=O)C2CCC2)s1)C(C)C	-4	-15	1	-0.2	4	-1.0	/	-1	3.3	0.6
CCn1c(CNS(=O)(=O)c2ccc(Cl)cc2)n[nH]c1=S	0	2	-8	-0.6	0	-1.5	18	-1	1.0	2.6
O=C(CN1C(=O)/C(=C/c2ccccc2F)Sc2ccccc21)NCC1CCCO1 (centres undefined)	-12	5	1	1.3	12	-3.0	12	-5	0.4	-3.3
COCCNC(=O)CN(C(=O)CCC(=O)Nc1ccccn1)c1ccc(C)cc1C	19	4	0	1.2	-19	-0.8	-7	7	2.6	1.1
Cc1ccc(/C=C2\SC(=S)N(CCC(=O)NNC(=O)c3cccc(O)c3)C2=O)cc1	-12	0	8	0.9	12	-5.3	-1	-2	0.3	-2.8
O=[N+]([O-])c1cccc2c(S(=O)(=O)N3CCOCC3)cccc12	-19	9	2	2.0	19	-0.6	/	-2	1.5	0.2
CCOC(=O)c1[nH]c(C)c(/C(O)=C2\C(=O)C(=O)N(CCN3CCOCC3)C2c2ccco2)c1C (centres undefined)	24	-1	0	0.0	-24	0.6	-1	-1	1.9	4.6
Cc1ccc(-c2ccc(/C=C3\SC(N4CCOCC4)=NC3=O)o2)cc1	-23	6	0	-1.3	23	0.0	66	-7	2.5	3.0
Cc1ccc(Cc2c(C)nc3nc(SCC(=O)NCCCN4CCOCC4)nn3c2C)cc1	/	-4	-2	-0.9	/	-1.4	-3	-4	-1.4	0.5
CSc1cccc(NS(=O)(=O)c2ccccc2)c1	-7	0	-3	2.1	7	-0.2	1	-3	0.6	4.3
Cc1ccc(N2C(=O)c3ccccc3NC2(C(=O)O)c2ccccc2)cc1Cl (centres undefined)	-3	0	57*	-3.4	3	-0.3	34	-7	-1.3	0.5
C/C(=N\NC(=O)c1cccc(S(=O)(=O)N2CCCC2)c1)c1ccc(OCC(=O)N(C)C)cc1	-5	1	-5	1.0	5	0.6	-8	6	2.7	5.6
CCCCNC(=O)CSc1nc2ccccc2c(=O)n1CCNC(C)=O	10	-4	/	-1.4	-10	-0.3	/	-1	2.5	0.1
COc1ccccc1CNC(=O)C1CCN(C(=O)NC2CCCCC2)CC1	-1	-5	1	0.0	1	-1.7	-2	-4	-1.2	4.1
CCc1ccccc1N1CC(C(=O)Nc2cc(C)on2)CC1=O (centres undefined)	11	7	-3	-0.8	-11	-0.7	-3	-3	2.2	-0.9
CCCc1cc2c(cc1NC(=O)c1ccccc1Cl)OCO2	-12	1	-1	1.7	12	/	-3	-3	6.4	3.9
Cc1ccc2cc(C)c3nnc(SCC(=O)c4cccs4)n3c2c1C	-24	-5	-1	-0.4	24	-1.8	13	-1	-1.1	-1.9
COc1ccc(C(C)=O)cc1COC(=O)c1ccc(OCc2c(C)noc2C)cc1	-40	0	/	1.0	40	/	0	1	0.2	0.8
O=C(NNc1c2ccccc2nc2ccccc12)c1cc2ccccc2cc1O	-117	3	6	-0.3	117*	1.5	30	-4	3.9	2.2
CCOP(=O)(OCC)c1nc(-c2ccc(C)cc2)oc1NCc1ccccc1	-20	-1	-1	-3.7	20	-2.1	-15	2	-1.6	5.0
COc1ccc(/C=N/NC(=O)c2ccccc2O)cc1Cn1cc(Cl)cn1	-18	7	/	-0.6	18	-1.2	-6	/	2.4	0.3
CC(C)CN(C(=O)CSc1n[nH]c(-c2cccs2)n1)C1CCS(=O)(=O)C1 (centres undefined)	18	11	1	-0.7	-18	-0.6	-6	-5	-0.1	5.2
O=C(CNC(=O)c1ccccc1)NCC(O)c1ccc([N+](=O)[O-])cc1 (centres undefined)	8	13	1	1.3	-8	-0.4	-1	/	2.5	2.4

Quoted at random: six compounds from above.
SMILES	SR-BI uptake up	Tat export inh	Wnt bcat act	Ecoli viability	SR-BI DiI inh	CAL PDZ FP-1	MITF TRPM1 HTS	CAL PDZ FP-2	AddAB inh	phage Ecoli inh
Cc1ccc(N2C(=O)c3ccccc3NC2(C(=O)O)c2ccccc2)cc1Cl (centres undefined)	-3	0	57*	-3.4	3	-0.3	34	-7	-1.3	0.5
O=C(NNc1c2ccccc2nc2ccccc12)c1cc2ccccc2cc1O	-117	3	6	-0.3	117*	1.5	30	-4	3.9	2.2
COc1ccc(/C=N/NC(=O)c2ccccc2O)cc1Cn1cc(Cl)cn1	-18	7	/	-0.6	18	-1.2	-6	/	2.4	0.3
CCCCNC(=O)CSc1nc2ccccc2c(=O)n1CCNC(C)=O	10	-4	/	-1.4	-10	-0.3	/	-1	2.5	0.1
CCCc1cc2c(cc1NC(=O)c1ccccc1Cl)OCO2	-12	1	-1	1.7	12	/	-3	-3	6.4	3.9
Cc1ccc(Cc2c(C)nc3nc(SCC(=O)NCCCN4CCOCC4)nn3c2C)cc1	/	-4	-2	-0.9	/	-1.4	-3	-4	-1.4	0.5

Other records.
SMILES	SR-BI uptake up	Tat export inh	Wnt bcat act	Ecoli viability	SR-BI DiI inh	CAL PDZ FP-1	MITF TRPM1 HTS	CAL PDZ FP-2	AddAB inh	phage Ecoli inh
c1ccc(-c2cc(N3CCCCC3)nc(-c3ccccc3)n2)cc1	-39	0	-1	0.9	39	/	2	-5	-1.1	2.1
COc1cc(/C=C2\C(=N)N3N=C(S(C)(=O)=O)SC3=NC2=O)cc(OC)c1OCCOc1ccccc1C	-22	8	0	-2.1	22	-0.6	0	-7	-2.5	0.2
COc1cc(CCC(C)NCc2ccccc2)ccc1O (centres undefined)	-17	1	1	1.4	17	/	4	-1	-0.4	0.2
O=c1[nH]nc(SC2CCCCC2)c(=O)[nH]1	14	9	-4	/	-14	-0.8	6	-8	/	2.5
CC(C)CNC(=O)c1oc2ccccc2c1COc1ccccc1	-3	9	-2	1.5	3	-1.6	4	-1	2.6	4.7
COc1cccc(/C=N/NC(=O)c2cccc3ccccc23)c1	-14	9	1	/	14	-2.5	3	-5	/	-0.9
COc1cc(OC)cc(C2=NCCN2)c1	6	0	-17	0.0	-6	0.1	-3	-4	-0.9	4.2
O=S(=O)(Nc1cccc(-n2cnnn2)c1)c1ccc(F)cc1	7	14	-5	/	-7	-2.0	-11	-1	/	2.1
O=C(NN=C1CCCC1)c1cc(Br)ccc1O	1	-8	0	0.7	-1	-2.5	-2	-1	0.6	4.8
COc1ccc([C@@H]2CC=C(C(=O)O)[C@H](c3ccccc3)N2S(=O)(=O)c2ccc(C)cc2)cc1OC	-3	3	0	4.0	3	-0.6	-6	-4	3.5	3.6
N#Cc1ccc(OCC(O)CN2CCN(C(c3ccccc3)c3ccccc3)CC2)cc1 (centres undefined)	-26	5	-1	-1.2	26	-2.0	-9	1	-0.3	0.9
CC(C)Oc1nc(-c2ccc(Cl)cc2)nc2ccccc12	-33	18	-1	1.9	33	0.6	-8	5	0.5	-0.5
Nc1nc(SCc2nc3sc4c(c3c(=O)[nH]2)CCCC4)n[nH]1	-13	4	/	0.2	13	-1.3	7	-5	1.2	2.9
CCOC(=O)C(=N/O)/C(C)=N/NC(C)=O	14	-5	5	1.7	-14	-0.1	1	4	1.4	4.7
COc1cc2[nH]c3c(=O)n(CCN(C(C)C)C(C)C)cnc3c2cc1OC	-16	-2	1	0.1	16	-1.6	18	-2	3.9	2.2
Cc1nc2ccsc2c(=O)n1-c1ccc(Cl)cc1	19	1	-1	-3.1	-19	-3.4	-12	/	4.0	1.2
N#CC1(Nc2ccc(S(N)(=O)=O)cc2)CCCC1	-2	8	0	/	2	0.1	2	-2	/	2.5
N#Cc1c(NC(=O)/C=C/c2ccco2)sc2c1CCCC2	-80	-3	2	0.2	80*	-0.6	-8	0	5.9	-0.2
O=C1CCC(C(=O)OCc2nnc(-c3ccc(Cl)cc3)o2)=NN1	9	5	2	2.0	-9	-1.8	17	-2	3.4	-0.1
CN1CCN(c2oc(-c3ccccc3F)nc2S(=O)(=O)c2ccc(Cl)cc2)CC1	21	7	/	2.6	-21	-1.8	2	-2	3.5	/
COC(=O)c1ccc(Cn2nnc3c(=O)[nH]c(C4CCN(S(=O)(=O)c5ccc(F)cc5)CC4)nc32)cc1	9	4	-3	-3.5	-9	-0.7	-8	-4	1.7	0.2
Cn1c(=S)n(/N=C/c2cccs2)c2ccccc21	262*	-4	14	0.8	-262	-1.9	/	-3	1.0	2.4
COc1ccc(CNc2nc3ccccc3n2CCN2CCCCC2)cc1	8	-6	0	-0.5	-8	0.5	10	-3	5.1	-1.7
O=[N+]([O-])c1ccc(S(=O)(=O)Nc2nc(-c3ccccc3)cs2)cc1	14	-1	-2	5.5	-14	-0.6	/	-3	9.6	2.5
CC1CN(C(=O)CCC(=O)NCc2ccccc2)c2ccccc2S1 (centres undefined)	-13	-3	0	1.2	13	-1.8	/	/	-0.2	3.8
CC1CN(S(=O)(=O)c2cccc(C(=O)NCc3ccccn3)c2)CC(C)O1 (centres undefined)	11	-2	0	2.6	-11	-1.2	-6	-1	3.7	1.5
COCc1cc(C)nc(SCc2ccccc2Cl)c1C#N	-39	-17	3	-1.7	39	-2.3	-2	-2	-0.3	-1.2
